M1 PAM parental: nonselective calcium activators in parental CHO-K1 cells, primary screen, counter-screen for M1 PAM project, cell-based, Fluo-8 calcium fluorescence, full deck, 1536-well; activation, % at 3 µM; ATP EC20; 0% at ATP EC20, 100% at ATP max; 360,000 tested, 0.02% active; AID 602247, 2012;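 active means activation above the run cutoff, the mean activation of all test compounds plus 3 SD, cut at about 40% in these data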;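 further: peak over basal fluorescence ratio in a 140 s read after ATP addition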
TAAR1 antag: human TAAR1 antagonists, primary screen, Fluo-8 calcium fluorescence, CHO RD-HGA16 cells; Trace amine-associated receptor 1 (Homo sapiens), Q96RJ0; 360,000 tested, 1.5% active; antagonist; inhibition, % at 3 µM;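 active means inhibition above a per-plate cutoff, the mean inhibition of test compounds on that plate plus 3 SD, cut at about 49% in these data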;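 further: 0% = DMSO plus EC80 beta-PEA response and 100% = DMSO alone without agonist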
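Test system: CHO RD-HGA16 cells bearing hTAAR1 | Reagent: β-PEA, EC80 | Compound dosing: 3 µM, single point | Schedule: Dye loading 75 min at 37 °C, then 30 min room temperature | Signal: Calcium fluorescence with Fluo-8 | Evaluation: Percent inhibition of PEA-evoked calcium signal, max/basal emission ratio | Control set: DMSO-only wells and EC80 β-PEA-stimulated wells | Repeats: Singlicate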
M1 ag parental: counter-screen for M1 agonists: effect in parental CHO-K1 cells | Fluo-8 calcium fluorescence; scaled to maximal ATP response, vehicle zero | activation, % at 3 µM | 360,000 tested, 0.48% active | AID 602248, 2012; in the data active means activation above about 15%;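 further: untransfected CHO-K1 host cells lacking M1 receptor as counterscreen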
CHO parental Ca: ATP-evoked calcium signal inhibitors, parental CHO, primary screen, counter-screen for OX1R antagonist project, cell-based, fluorescence, Fluo-8 calcium dye. parental CHO-K1, ATP-induced calcium, Fluo-8 fluorescence. inhibition, % at 5.6 µM. 330,000 tested, 0.63% active. AID 463079, 2010;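 active means inhibition above that plate's mean sample inhibition plus 3 SD, cut at about 26% in these data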;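 further: 0% = ATP-challenged DMSO wells and 100% = DMSO wells without ATP; some compounds past the cut are filed as inactive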
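Test system: parental CHO cells; detection: calcium-sensitive Fluo-8 fluorescence; evaluation: percent inhibition of calcium signal; also added: ATP as calcium-mobilizing challenge; repeats: one well per compound; control set: ATP-challenged DMSO wells low, unchallenged DMSO wells high; compound: single nominal dose of 5.6 µM per compound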
OXTR potentiator: human OXTR potentiators, primary screen, fluorescence, CHO-OTR cells, Fluo-8 calcium; Fluo-8 calcium fluorescence, potentiator mode; 0% = oxytocin EC15, 100% = EC100; Oxytocin receptor (Homo sapiens), P30559; 320,000 tested, 0.061% active; activation, % at 3 µM;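 active means activation above that plate's cutoff, the mean activation of tested compounds plus 3 SD, cut at about 6.6% in these data, passing the limit was not always enough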;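 further: 100% uses oxytocin at 75 nM as the full agonist control; some results filed as inactive read as strong as hits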
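Dosing: Single dose, 3.0 µM nominal final compound concentration | Material: Human OTR in CHO cells | Technique: Kinetic Fluo-8 calcium fluorescence | Benchmarks: EC15 oxytocin alone as 0%, 75 nM oxytocin as 100% | Probe or stimulus: Oxytocin at about EC15, sub-maximal agonist stimulus | Incubation: Compound 6 min at room temperature before oxytocin, 100 s read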
CHO-K1 Ca antag: nonselective inhibitor or artifact in parental CHO-K1 cells; 360,000 tested, 0.6% active; ATP-induced calcium, Fluo-8 fluorescence; inhibition, % at 3 µM; AID 602250;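 active means inhibition above a per-plate cutoff, the plate's mean sample inhibition plus 3 SD, cut at about 24% in these data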;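 further: 0% = DMSO plus EC80 ATP and 100% = DMSO alone without ATP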
TAAR1 agonist: human TAAR1 agonists, primary screen, Fluo-8 calcium fluorescence, CHO RD-HGA16 cells. activation, % at 3 µM. vehicle wells 0%, saturating PEA agonist 100%. Trace amine-associated receptor 1 (Homo sapiens), Q96RJ0. 360,000 tested, 0.99% active. AID 624467, 2012;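 active means activation above the mean activation of all test compounds in the run plus 3 SD, cut at about 38% in these data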
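Benchmarks: low control DMSO, high control PEA (EC100); System: CHO RD-HGA16 cells carrying human TAAR1 plus Gα16; Detection: Fluo-8 fluorescence, 5 s baseline then 140 s kinetic read; Schedule: 17-24 h plating, Fluo-8 75 min 37 °C, 30 min RT; Read-out basis: % activation from peak over basal fluorescence ratio, DMSO-to-PEA scaled.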
V1R ag counter: agonists of human V1a receptor, primary screen, counter-screen for OXTR agonist project, fluorescence, CHO-V1R cells. Fluo-8 calcium fluorescence, agonist mode; 0% DMSO, 100% 3 nM vasopressin. 320,000 tested, 0.25% active. activation, % at 3 µM. Vasopressin V1a receptor (Homo sapiens), P37288. AID 2797, 2010;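 active means activation above the mean activation of all tested compounds plus 3 SD, per screening run, cut at about 20% in these data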;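 further: signal is peak over basal fluorescence ratio across a 100 second FLIPR read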
Target sequence (P37288 whole entry, looked up): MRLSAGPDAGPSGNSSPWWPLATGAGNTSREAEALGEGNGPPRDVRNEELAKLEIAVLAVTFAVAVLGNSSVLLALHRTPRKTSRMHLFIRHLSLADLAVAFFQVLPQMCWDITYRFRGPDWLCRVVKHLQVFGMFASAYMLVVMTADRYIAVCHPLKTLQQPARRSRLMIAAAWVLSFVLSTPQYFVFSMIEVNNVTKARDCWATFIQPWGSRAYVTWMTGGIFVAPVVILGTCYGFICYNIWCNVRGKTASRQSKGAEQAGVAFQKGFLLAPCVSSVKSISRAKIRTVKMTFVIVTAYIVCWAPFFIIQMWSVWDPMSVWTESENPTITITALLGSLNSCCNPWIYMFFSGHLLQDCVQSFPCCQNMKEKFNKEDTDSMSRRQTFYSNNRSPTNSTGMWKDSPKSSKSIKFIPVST
M1 ag: human M1 muscarinic receptor agonists, primary screen, Fluo-8 calcium fluorescence, CHO-K1 cells, HTS. CHO-K1 hM1, agonist mode; 0% DMSO, 100% acetylcholine EC100. activation, % at 3 µM. 360,000 tested, 0.33% active. AID 588814, 2011;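 active means activation above the run's mean compound activation plus 3 SD, cut at about 16% in these data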;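 further: peak over basal fluorescence ratio within a 140 s kinetic read after compound addition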
Target sequence (P11229 whole entry, looked up): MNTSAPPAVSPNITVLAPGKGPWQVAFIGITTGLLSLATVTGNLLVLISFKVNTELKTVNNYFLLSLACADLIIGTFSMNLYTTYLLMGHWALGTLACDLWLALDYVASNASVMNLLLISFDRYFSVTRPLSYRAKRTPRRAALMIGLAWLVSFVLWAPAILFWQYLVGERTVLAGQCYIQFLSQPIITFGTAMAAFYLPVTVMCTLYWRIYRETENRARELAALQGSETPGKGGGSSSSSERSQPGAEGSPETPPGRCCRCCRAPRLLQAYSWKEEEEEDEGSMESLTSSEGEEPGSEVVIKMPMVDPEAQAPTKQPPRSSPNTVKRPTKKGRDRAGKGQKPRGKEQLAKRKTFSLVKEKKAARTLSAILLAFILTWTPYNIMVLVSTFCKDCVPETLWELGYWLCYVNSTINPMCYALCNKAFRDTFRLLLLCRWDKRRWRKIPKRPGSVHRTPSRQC
Active calls of the source: *.

Sample of the layout, 4 compounds:
O=c1[nH][nH]c(-c2ccccc2)c1C=Nc1ccc(C(F)(F)F)cc1 was read as M1 PAM parental 25, TAAR1 antag -25, M1 ag parental 0.4, CHO parental Ca 0, OXTR potentiator -11, CHO-K1 Ca antag -3, TAAR1 agonist 0, V1R ag counter 0.1 and M1 ag -4.
Screening CCOc1ccc(-n2c(SC)nc3c(c2=O)SCC3)cc1 returned M1 PAM parental 7, TAAR1 antag -5, M1 ag parental 0.5, CHO parental Ca 2, OXTR potentiator -11, CHO-K1 Ca antag 1, TAAR1 agonist 12, V1R ag counter -0.2 and M1 ag -1.
Screening O=[N+]([O-])c1cc(Cl)ccc1NCCNc1ncc(C(F)(F)F)cc1Cl returned M1 PAM parental 0, TAAR1 antag 37, M1 ag parental 0.5, CHO parental Ca -7, OXTR potentiator -12, CHO-K1 Ca antag -8, TAAR1 agonist 8, V1R ag counter -0.2 and M1 ag -4.
CC(C)C(C(=O)Nc1ccc2c(c1)OCCO2)N1C(=O)c2ccccc2C1=O (configuration not stated) was read as M1 PAM parental 1, TAAR1 antag 5, M1 ag parental 0.1, CHO parental Ca -16, OXTR potentiator -10, CHO-K1 Ca antag 0, TAAR1 agonist -1, V1R ag counter 1.9 and M1 ag -3.

This part in full, from the start:
O=c1[nH][nH]c(-c2ccccc2)c1C=Nc1ccc(C(F)(F)F)cc1 was read as M1 PAM parental 25, TAAR1 antag -25, M1 ag parental 0.4, CHO parental Ca 0, OXTR potentiator -11, CHO-K1 Ca antag -3, TAAR1 agonist 0, V1R ag counter 0.1 and M1 ag -4.
Screening CCOc1ccc(-n2c(SC)nc3c(c2=O)SCC3)cc1 returned M1 PAM parental 7, TAAR1 antag -5, M1 ag parental 0.5, CHO parental Ca 2, OXTR potentiator -11, CHO-K1 Ca antag 1, TAAR1 agonist 12, V1R ag counter -0.2 and M1 ag -1.
Screening O=[N+]([O-])c1cc(Cl)ccc1NCCNc1ncc(C(F)(F)F)cc1Cl returned M1 PAM parental 0, TAAR1 antag 37, M1 ag parental 0.5, CHO parental Ca -7, OXTR potentiator -12, CHO-K1 Ca antag -8, TAAR1 agonist 8, V1R ag counter -0.2 and M1 ag -4.
CC(C)C(C(=O)Nc1ccc2c(c1)OCCO2)N1C(=O)c2ccccc2C1=O (configuration not stated) was read as M1 PAM parental 1, TAAR1 antag 5, M1 ag parental 0.1, CHO parental Ca -16, OXTR potentiator -10, CHO-K1 Ca antag 0, TAAR1 agonist -1, V1R ag counter 1.9 and M1 ag -3.
`COc1ccc(-c2cc(C(=O)NCCN3CCOCC3)c3cc(C(C)C)ccc3n2)cc1` gave M1 PAM parental 7, TAAR1 antag -11, M1 ag parental 1.9, CHO parental Ca -5, OXTR potentiator -1, CHO-K1 Ca antag -10, TAAR1 agonist 6, V1R ag counter 0.4 and M1 ag -1.
For COc1cccc(N=Cc2c(O)n(-c3cccc(C)n3)c(=O)c3ccccc23)c1 the results were M1 PAM parental 17, TAAR1 antag 15, M1 ag parental 8.8, CHO parental Ca -13, OXTR potentiator 0, CHO-K1 Ca antag -9, TAAR1 agonist 6, V1R ag counter -0.2 and M1 ag -3.
For O=C(Cc1ccccn1)c1ccncc1 the results were M1 PAM parental 0, TAAR1 antag -6, M1 ag parental 1.1, CHO-K1 Ca antag -3, TAAR1 agonist 2 and M1 ag 1.
For CC(=O)OCCC(C)C the results were M1 PAM parental 12, TAAR1 antag 3, M1 ag parental 2.6, CHO parental Ca -8, OXTR potentiator 2, CHO-K1 Ca antag 5, TAAR1 agonist 1, V1R ag counter 0.2 and M1 ag -3.
CCOC(=O)c1c(C)[nH]c(C)c1C(=O)COC(=O)c1nc2nccc(C)n2n1 was read as M1 PAM parental 12, TAAR1 antag -2, M1 ag parental 1.0, CHO parental Ca -17, OXTR potentiator -12, CHO-K1 Ca antag -10, TAAR1 agonist 5, V1R ag counter -0.1 and M1 ag -6.
`CN(C)S(=O)(=O)N(CC(=O)N1CCOCC1)c1ccccc1` gave M1 PAM parental -8, TAAR1 antag -11, M1 ag parental 0.5, CHO parental Ca 0, OXTR potentiator 1, CHO-K1 Ca antag -3, TAAR1 agonist 7, V1R ag counter 1.1 and M1 ag -6.
For CN1CCN(C(=S)C(=O)NCc2ccccc2)CC1 the results were M1 PAM parental -13, TAAR1 antag -24, M1 ag parental 0.2, CHO parental Ca 11, OXTR potentiator -1, CHO-K1 Ca antag 5, TAAR1 agonist 3, V1R ag counter 0.2 and M1 ag -5.
For N#CCCn1cc(C(=O)O)c(-c2cc3ccccc3o2)n1 the results were M1 PAM parental -1, TAAR1 antag 0, M1 ag parental 0.1, CHO parental Ca 9, OXTR potentiator 4, CHO-K1 Ca antag -1, TAAR1 agonist 0, V1R ag counter 0.8 and M1 ag -4.
CCCCn1c(=O)c(CCC(=O)OCC(=O)NC(=O)NCCOC)nc2ccccc21 was read as M1 PAM parental 11, TAAR1 antag 3, M1 ag parental 0.6, CHO parental Ca -9, OXTR potentiator -3, CHO-K1 Ca antag -18, TAAR1 agonist 5, V1R ag counter -0.4 and M1 ag -4.
For Cc1ccc(-c2cccc(C3CC=CC4C3C(=O)N(Cc3ccccc3)C4c3cc(C)ccc3F)c2)cc1 (configuration not stated) the results were M1 PAM parental 7, TAAR1 antag 5, M1 ag parental 0.4, CHO parental Ca -21, OXTR potentiator -3, CHO-K1 Ca antag -4, TAAR1 agonist 3, V1R ag counter 0.6 and M1 ag -3.
Screening Cc1ccc(NC(=O)CSc2nc(C)c(C)c(C)n2)cc1S(=O)(=O)N1CCOCC1 returned M1 PAM parental 5, TAAR1 antag -12, M1 ag parental 1.5, CHO parental Ca -26, OXTR potentiator -2, CHO-K1 Ca antag -8, TAAR1 agonist 6, V1R ag counter -0.3 and M1 ag -1.
Screening O=C(c1ccc2nc(Cc3ccccc3F)oc2c1)N1CCCC1 returned M1 PAM parental 20, TAAR1 antag -21, M1 ag parental 12, CHO parental Ca -2, OXTR potentiator -1, CHO-K1 Ca antag -2, TAAR1 agonist 1, V1R ag counter -0.9 and M1 ag -2.
O=C(COc1ccccc1Cl)NCCCN1CCOCC1 was read as M1 PAM parental -3, TAAR1 antag 15, M1 ag parental -0.4, CHO parental Ca -12, OXTR potentiator -1, CHO-K1 Ca antag 4, TAAR1 agonist 4, V1R ag counter 1.2 and M1 ag -2.
`Cc1cc(C(=O)NNS(=O)(=O)c2ccccc2C(F)(F)F)nn1C(C)(C)C` gave M1 PAM parental -16, TAAR1 antag -22, M1 ag parental 0.5, CHO parental Ca -4, OXTR potentiator 2, CHO-K1 Ca antag 6, TAAR1 agonist 1, V1R ag counter -1.4 and M1 ag -6.
For CCOc1ccc(C2=NNC(c3cccs3)=Nc3ccc(OC)cc32)cc1 the results were M1 PAM parental 6, TAAR1 antag 4, M1 ag parental -0.6, CHO parental Ca -24, OXTR potentiator -2, CHO-K1 Ca antag -2, TAAR1 agonist 5, V1R ag counter -1.8 and M1 ag 0.
Screening O=C(O)c1nc(NCc2ccccc2)ncc1Cl returned M1 PAM parental -2, TAAR1 antag -21, M1 ag parental 2.0, CHO parental Ca 6, OXTR potentiator -18, CHO-K1 Ca antag 1, TAAR1 agonist 0, V1R ag counter 0.2 and M1 ag -4.
Screening CCOC(=O)N1CCN(c2cc3nccnc3cc2F)CC1 returned M1 PAM parental 4, TAAR1 antag 18, M1 ag parental 1.4, CHO parental Ca -3, OXTR potentiator -2, CHO-K1 Ca antag -21, TAAR1 agonist 6, V1R ag counter 0.9 and M1 ag 3.
`COc1ccccc1S(=O)(=O)N(C)C[C@H]1OCc2cnnn2CCCC(=O)N([C@@H](C)CO)C[C@@H]1C` gave M1 PAM parental 13, TAAR1 antag -4, M1 ag parental 0.5, CHO-K1 Ca antag -8, TAAR1 agonist 1 and M1 ag -6.
O=C(CCc1ccccc1)NNC(=O)c1cccc(F)c1 was read as M1 PAM parental 21, TAAR1 antag 25, M1 ag parental 5.6, CHO parental Ca -12, OXTR potentiator -4, CHO-K1 Ca antag -1, TAAR1 agonist 4, V1R ag counter 1.1 and M1 ag -9.
`CC(=O)C1=C(O)C(=O)N(c2ccc(Br)cc2)C1c1cccc(F)c1` (configuration not stated) gave M1 PAM parental 20, TAAR1 antag -24, M1 ag parental 1.4, CHO parental Ca -10, OXTR potentiator 1, CHO-K1 Ca antag -9, TAAR1 agonist 3, V1R ag counter 1.1 and M1 ag 0.
`CCOc1ccc(C)cc1S(=O)(=O)n1ccc(C)n1` gave M1 PAM parental -2, TAAR1 antag -13, M1 ag parental 0.0, CHO parental Ca -18, OXTR potentiator -12, CHO-K1 Ca antag 14, TAAR1 agonist 8, V1R ag counter -0.1 and M1 ag -4.
For O=C(COC(=O)Cn1cnc2ccccc2c1=O)NCc1ccccc1 the results were M1 PAM parental -4, TAAR1 antag 1, M1 ag parental 0.4, CHO-K1 Ca antag -6, TAAR1 agonist 0 and M1 ag -2.
`Cc1cc(NC2CCCC2)n2ncc(-c3ccccc3)c2n1` gave M1 PAM parental 0, TAAR1 antag -1, M1 ag parental -0.7, CHO parental Ca -29, OXTR potentiator 5, CHO-K1 Ca antag -1, TAAR1 agonist 12, V1R ag counter -0.4 and M1 ag -4.
`COc1cc(/C=C2/SC(=O)N(CC(=O)N3CCCC3)C2=O)ccc1Oc1ccc([N+](=O)[O-])cn1` gave M1 PAM parental 3, TAAR1 antag -6, M1 ag parental 0.3, CHO parental Ca -3, OXTR potentiator -1, CHO-K1 Ca antag 12, TAAR1 agonist 1, V1R ag counter 3.0 and M1 ag -1.

High-throughput results (PubChem BioAssay)
